SARS 3CLpro inh – SARS-CoV 3CLpro protease inhibition; P0C6X7; inhibition, % at 6 µM; actives 0.14% (n = 290,000); recombinant SARS-CoV 3CLpro, quenched FRET peptide cleavage; in the data active means inhibition above about 12%
BH1578 lux ind – induces V. cholerae light production without autoinducers; V. cholerae BH1578 lux reporter, luminescence, 6 h; activation, % at 18.7 µM; actives 0.16% (n = 350,000); AID 588436; in the data active means activation mostly above about 9.7%, no sharp cut-off; further: not every result past the cut was called active; inactives centre near 0; reference of the scale not given here
Mtb BioA inh – inhibitors of Mycobacterium tuberculosis BioA enzyme; purified M. tuberculosis BioA enzyme, plate reader; inhibition, % at 9.99 µM; actives 0.096% (n = 360,000); AID 602481; in the data active means inhibition above about 40%
Mtb UGM inh – blocks M. tuberculosis UGM enzyme | purified UGM, fluorescence polarization probe displacement | inhibition, % at 10 µM | actives 0.06% (n = 320,000) | AID 504406; in the data active means inhibition above about 10%, passing the limit was not always enough
VHR inh abs – inhibitors of human VHR1 phosphatase (DUSP3); actives 0.52% (n = 290,000); P51452; inhibition, % at 13.3 µM; recombinant VHR phosphatase, pNPP absorbance; in the data active means inhibition above about 50%; further: some compounds called inactive have numbers as strong as hits
Target sequence (P51452 whole entry, looked up): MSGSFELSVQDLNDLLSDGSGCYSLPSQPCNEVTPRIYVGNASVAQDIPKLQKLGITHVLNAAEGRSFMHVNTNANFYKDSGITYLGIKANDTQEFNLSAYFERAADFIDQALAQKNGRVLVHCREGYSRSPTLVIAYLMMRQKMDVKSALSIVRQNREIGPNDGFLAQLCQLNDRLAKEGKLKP
PriA SSB inh – K. pneumoniae PriA-SSBct interaction inhibition | AlphaScreen SSBct-PriA binding, biotinylated peptide | inhibition, % at 33 µM | actives 0.6% (n = 430,000) | AID 1272365; in the data active means inhibition mostly above about 37%, no sharp cut-off; inactive means mostly below about 20%;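 further: plate controls were negative control peptide for no effect and reference peptide for full effect; strong numbers were not always called active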
FBA Mtb inh – Mtb fructose-bisphosphate aldolase inhibition | purified M. tuberculosis FBA, fluorescence read-out | inhibition, % at 1 µM | actives 2.3% (n = 360,000); in the data active means inhibition above about 27%;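 further: 0% = vehicle and 100% = reference inhibitor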
Target sequence (P9WQA3 whole entry, looked up): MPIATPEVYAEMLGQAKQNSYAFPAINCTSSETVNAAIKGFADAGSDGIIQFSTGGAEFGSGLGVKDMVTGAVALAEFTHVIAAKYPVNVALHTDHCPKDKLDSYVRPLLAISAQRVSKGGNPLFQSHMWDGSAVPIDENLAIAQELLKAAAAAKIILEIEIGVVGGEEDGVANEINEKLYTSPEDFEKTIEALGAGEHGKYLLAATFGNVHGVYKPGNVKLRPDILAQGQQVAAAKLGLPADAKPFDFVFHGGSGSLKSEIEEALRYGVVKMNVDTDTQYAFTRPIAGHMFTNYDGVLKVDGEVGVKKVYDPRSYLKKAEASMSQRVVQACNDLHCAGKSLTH
GDH-TPI inh – inhibits GDH-TPI coupling enzymes, artifact for Mtb FBA screen | GDH-TPI coupled enzyme counterscreen, NADH absorbance | inhibition, % at 4.8 µM | actives 1.2% (n = 360,000) | AID 588335; in the data active means inhibition above about 30%;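 further: 0% = DMSO wells and 100% = wells lacking the enzyme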
Rv3671c inh – Rv3671c (M. tuberculosis) protease inhibition | actives 0.048% (n = 320,000) | inhibition, % at 5.96 µM | AID 2606 | P9WHR9; in the data active means inhibition above about 38%;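 further: extracellular domain of Rv3671c used as enzyme; 0% = enzyme with DMSO and 100% = no enzyme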
MazEF act – activators of E. coli MazEF toxin-antitoxin RNase | P0AE70 | FAM/BHQ RNA-DNA oligo cleavage fluorescence, 5 h | activation, % at 20 µM | actives 0.32% (n = 350,000) | AID 504720; in the data active means activation above about 50%
Target sequence (P0AE70 whole entry, looked up): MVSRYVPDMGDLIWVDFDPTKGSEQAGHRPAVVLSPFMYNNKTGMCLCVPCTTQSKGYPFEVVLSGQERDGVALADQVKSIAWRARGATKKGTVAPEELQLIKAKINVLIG
Starred values were filed as active, the others as inactive; i = inactive; . = not tested or not shown; & = joins results of further samples. A portion of the library, so the mix of outcomes need not match the whole.

SMILES	SARS 3CLpro inh	BH1578 lux ind	Mtb BioA inh	Mtb UGM inh	VHR inh abs	PriA SSB inh	FBA Mtb inh	GDH-TPI inh	Rv3671c inh	MazEF act
Cc1oc2c(C)c(O)ccc2c(=O)c1-c1nncn1-c1ccccc1	6	i	.	-1.7	8	-2	-2	2	-1	7
O=C(CCCCCBr)N1CCC(CC2CC(c3cccc(Br)c3)=NO2)(C(=O)NCC2CCCCC2)CC1 (centres undefined)	-2	-1.2	-1.0	-1.3	13	-3	-4	6	-2	11
O=C(Nc1ccccc1[N+](=O)[O-])c1ccc(S(=O)(=O)N2CCCC2)cc1	-3	i	-1.1	0.6	10	23	-1	5	3	1
CCOc1ccccc1N1CC(C(=O)NCCc2ccc(S(N)(=O)=O)cc2)CC1=O (centres undefined)	-2	i	1.4	-0.2	6	-2	1	-15	1	-2
C[C@H](CO)N1C[C@H](C)[C@@H](CN(C)S(=O)(=O)c2ccccc2)Oc2ccc(NC(=O)Cc3ccccc3)cc2C1=O	.	i	-1.0&0.2	-1.3	.	3	1	0	-4	6
Cc1ccc(NC(=O)c2cn(CCC#N)nc2-c2cccs2)c([N+](=O)[O-])c1	0	-0.4	.	-0.4	33	15	1	3	4	-4
Cc1nc2oc3ccc(Cl)cc3c(=O)c2cc1C(=O)O	-3	i	-3.5	-0.3	16	13	8	5	-12	-1
CC(=O)Nc1ccc(NC(=O)COC(=O)c2cc(S(=O)(=O)N(C)C)ccc2N2CCCC2)cc1	.	0.1	.	3.8	.	-6	4	15	-11	-3
CCN(CC)C(=O)c1ccc(NC(=O)c2sccc2-c2ccccc2)cc1	1	-0.1	0.5	-2.2	2	-16	2	-6	10	4
Nc1ccc(N2CCCCC2)c2nonc12	6	-0.3	1.5	-1.0	16	29	-7	-1	-93	5
CCOC(=O)C1(C)CCN1C(=O)c1ccc2ccccc2c1 (centres undefined)	.	-4.5	0.0	.	.	.	-3	0	.	.
COc1cc(C(=O)N(CCc2ccccc2)C2=CC3CCC(C2)N3C)cc(OC)c1OC (centres undefined)	3	-0.7	-1.2	3.9	26	-19	-2	-1	-4	1
Cc1sc2nc(SCC(=O)N3CCN(CCO)CC3)n(-c3ccccc3)c(=O)c2c1C	0	i	4.2	-4.8	-16	7	1	16	-1	0
O=C(CCC(=O)Nc1ccc(F)cc1)N/N=C/c1ccccc1O	5	i	.	0.7	-4	.	2	0	-10	11
Cc1c(NC(=O)C(C)OC(=O)c2cccc([N+](=O)[O-])c2)c(=O)n(-c2ccccc2)n1C (centres undefined)	3	0.6	.	-2.4	-3	0	-2	1	-1	-3
CCOc1cc2[nH]c(=S)n(CC3CCCO3)c(=O)c2cc1OCC (centres undefined)	1	-0.4	-1.3	1.0	-5	-11	-2	2	-1	-3
Cn1nnc2cc(C(=O)N3CCN(c4ccccc4)CC3)ccc21	3	.	17	2.7	17	-16	2	3	0	-3
O=C(OCC1OC(n2ccc(=O)[nH]c2=O)C2OC12)c1ccccc1 (centres undefined)	.	0.9	0.2	.	.	-6	0	-3	.	16
CN1CCN(c2ccccc2NC(=O)c2cc3c(s2)-c2ccccc2OC3)CC1	3	i	-1.3	0.0	4	-6	4	5	-2	-9
CC(C(=O)NC1CCCC1)N1CCN(Cc2ccccc2)CC1 (centres undefined)	-4	1.9	.	1.1	31	3	2	-5	3	10
Cn1c(Cn2c(=O)sc3ccccc32)nnc1SCC(=O)NC1CCCCC1	-1	-0.3	-1.8	-0.1	39	-9	4	12	2	8
c1ccc(CNC2=NCCC2)nc1	-4	-2.1	-1.6	3.0	-11	1	-2	-4	-24	-7
COc1ccc(CCNC(=S)N2CCN(S(=O)(=O)c3ccccc3)CC2)cc1	.	i	.	-2.4	.	-10	0	6	4	-4
CCN(Cc1ccccc1)S(=O)(=O)c1ccc(C(=O)N2CCN(c3nc4ccccc4s3)CC2)cc1	-2	i	0.0	-1.0	4	3	8	-6	5	-6
Cc1cc(C(=O)OCC(=O)N2C(C)CCCC2C)c2ccccc2n1 (centres undefined)	.	1.6	0.8	1.5	.	-2	6	10	-3	-19
CN(C)S(=O)(=O)c1ccc(NC(=O)COc2ncnc3c2cnn3-c2ccccc2)cc1	3	-0.2	.	-0.2	9	5	0	-3	-10	3
COc1ccc(S(=O)(=O)N2CCN3CCCC3C2)cc1 (centres undefined)	2	-0.4	-0.9	3.3	11	-6	1	9	-2	0
O=[N+]([O-])c1cc(Cl)ccc1N1CCN(c2cccc(C(F)(F)F)c2)CC1	4	0.1	-0.9	-0.4	22	12	-1	6	5	-4
COc1ccc(NC(=O)CCOc2ccccc2C)cc1S(=O)(=O)N1CCCCC1	.	i	1.4	2.5	.	-13	-2	4	2	4
CN(c1ccccc1)c1nc(N2CCCC2)nc(-n2ccnc2)n1	-2	i	2.1	0.1	21	10	2	-6	3	-5
CCC(=O)c1ccc(OCC(=O)OCC(=O)N2CCN(c3ccc(OC)cc3)CC2)cc1	.	1.9	.	0.0	.	-10	-1	-5	9	3
COC(=O)c1c(NC(=O)CSc2nnnn2-c2ccccc2)sc2c1CCC(C(C)(C)C)C2 (centres undefined)	4	i	-2.5	-2.4	-2	-7	3	21	-7	-18
O=C(CCN1C(=O)c2ccc([N+](=O)[O-])cc2C1=O)Nc1nccs1	0	-0.4	.	-3.1	30	-4	0	-1	-2	-1
Cc1ccc(S(=O)(=O)NNC(=O)Cc2cccn2C)cc1	2	-0.7	-1.1	-3.3	-14	-1	-1	-1	5	3
COc1ccc(/C=N/NC(=O)Cn2cnc3c2c(=O)n(C)c(=O)n3C)c(OC)c1OC	1	-0.9	-1.5	-1.1	27	i	0	6	-3	1
Cc1ccc(NC(=O)CCCSc2ccccc2)cc1S(=O)(=O)N1CCOCC1	3	3.0	1.0	1.2	8	-5	-2	9	1	7
CCCCn1c(SCC(=O)N2CCc3ccccc32)nnc1-c1ccncc1	3	-0.5	.	1.4	-8	-3	2	4	-1	1
CC(C)Cc1nnc(NC(=O)Cc2ccccc2[N+](=O)[O-])s1	1	-6.2	0.3	1.0	1	4	1	7	0	-9
Cc1ccc2[nH]c(=O)c(CN(CCO)Cc3nnnn3CCc3ccccc3)cc2c1	4	-0.4	-1.2	-2.4	-4	0	10	1	2	4
COc1cc(NC(=O)c2ccccc2)ccc1NC(=O)c1cc2ccccc2o1	4	i	-1.3	0.3	38	-5	1	8	-2	-28

Nothing new here: 13 of the compounds above.
SMILES	SARS 3CLpro inh	BH1578 lux ind	Mtb BioA inh	Mtb UGM inh	VHR inh abs	PriA SSB inh	FBA Mtb inh	GDH-TPI inh	Rv3671c inh	MazEF act
O=[N+]([O-])c1cc(Cl)ccc1N1CCN(c2cccc(C(F)(F)F)c2)CC1	4	0.1	-0.9	-0.4	22	12	-1	6	5	-4
COc1ccc(NC(=O)CCOc2ccccc2C)cc1S(=O)(=O)N1CCCCC1	.	i	1.4	2.5	.	-13	-2	4	2	4
CN(c1ccccc1)c1nc(N2CCCC2)nc(-n2ccnc2)n1	-2	i	2.1	0.1	21	10	2	-6	3	-5
CCC(=O)c1ccc(OCC(=O)OCC(=O)N2CCN(c3ccc(OC)cc3)CC2)cc1	.	1.9	.	0.0	.	-10	-1	-5	9	3
COC(=O)c1c(NC(=O)CSc2nnnn2-c2ccccc2)sc2c1CCC(C(C)(C)C)C2 (centres undefined)	4	i	-2.5	-2.4	-2	-7	3	21	-7	-18
O=C(CCN1C(=O)c2ccc([N+](=O)[O-])cc2C1=O)Nc1nccs1	0	-0.4	.	-3.1	30	-4	0	-1	-2	-1
Cc1ccc(S(=O)(=O)NNC(=O)Cc2cccn2C)cc1	2	-0.7	-1.1	-3.3	-14	-1	-1	-1	5	3
COc1ccc(/C=N/NC(=O)Cn2cnc3c2c(=O)n(C)c(=O)n3C)c(OC)c1OC	1	-0.9	-1.5	-1.1	27	i	0	6	-3	1
Cc1ccc(NC(=O)CCCSc2ccccc2)cc1S(=O)(=O)N1CCOCC1	3	3.0	1.0	1.2	8	-5	-2	9	1	7
CCCCn1c(SCC(=O)N2CCc3ccccc32)nnc1-c1ccncc1	3	-0.5	.	1.4	-8	-3	2	4	-1	1
CC(C)Cc1nnc(NC(=O)Cc2ccccc2[N+](=O)[O-])s1	1	-6.2	0.3	1.0	1	4	1	7	0	-9
Cc1ccc2[nH]c(=O)c(CN(CCO)Cc3nnnn3CCc3ccccc3)cc2c1	4	-0.4	-1.2	-2.4	-4	0	10	1	2	4
COc1cc(NC(=O)c2ccccc2)ccc1NC(=O)c1cc2ccccc2o1	4	i	-1.3	0.3	38	-5	1	8	-2	-28

The list continues.
SMILES	SARS 3CLpro inh	BH1578 lux ind	Mtb BioA inh	Mtb UGM inh	VHR inh abs	PriA SSB inh	FBA Mtb inh	GDH-TPI inh	Rv3671c inh	MazEF act
NC(=O)c1cc2c(s1)-c1cc(Cl)ccc1SC2	1	i	.	-1.0	-1	1	1	-3	-9	3
CN1CCCC(C(=O)C(C#N)c2ccccc2)C1 (centres undefined)	-2	7.7	2.6	1.9	3	-11	2	2	1	9
Cc1ccc2cc(CNC(C)C)c(=O)[nH]c2c1	2	-2.1	0.2	1.1	25	-8	0	4	-10	1
Cc1ccc(C2=NS(=O)(=O)N(C)C(C(=O)N3CCCCC3)=C2)cc1	-4	-0.2	0.3	1.3	13	-15	1	17	-6	8
Cc1cc(OCC(=O)N(C(C)C)C(C)C)ccc1Cl	1	-0.3	-1.1	-0.1	1	-19	-1	9	1	1
COc1ccc2nc(N3C(=O)C(O)=C(C(=O)c4ccco4)C3c3ccc(C)o3)sc2c1 (centres undefined)	.	i	.	.	.	.	7	22	.	8
O=C(NCc1cccnc1)C(C(=O)c1ccc(F)cc1)n1ccccc1=O (centres undefined)	-2	i	0.5	-0.4	31	-13	-4	17	0	0
CC(Oc1ccc(Cl)cc1Cl)c1nc(-c2ccc(NC(=O)c3cccnc3)cc2)no1 (centres undefined)	-2	i	-1.1	-1.0	13	-16	0	3	-41	-10
Cc1ccc2oc(-c3ccccc3)c(C(=O)O)c(=O)c2c1	0	-1.4	1.4	2.8	9	3	3	19	-4	-17
COc1ccc(C(=O)N2CCN(CCCc3ccccc3)CC2)cc1OC	5	i	0.3	0.9	3	7	-4	1	-5	1
C=CCn1c(=O)[nH]c2cc(C(=O)N3CCN(c4cccc(Cl)c4)CC3)ccc2c1=O	3	.	-2.8	0.0	22	-3	0	2	-15	1
CNS(=O)(=O)c1cccc(C(=O)OCC(=O)c2cc(C)n(-c3ccc4c(c3)OCO4)c2C)c1	4	1.7	.	-1.2	12	13	3	-2	-15	-1
CNCCc1c(C)n[nH]c1C	-4	2.0	1.1	-3.5	1	12	0	8	-6	0
CC(C)Oc1ccc(S(=O)(=O)N2CCCCC2)cc1NC(=O)CN1C(=O)NC(C)(C2CC2)C1=O (centres undefined)	.	-7.1	0.8	-2.0	.	1	-2	2	-5	-2
COc1ccc(CCN2C(=O)c3[nH]nc(-c4ccccc4O)c3C2c2ccccc2)cc1OC (centres undefined)	3	-3.8	-1.5	0.2	17	4	1	9	-6	8
COc1ccc(OC)c(S(=O)(=O)NCC(c2ccco2)N2CCc3ccccc3C2)c1 (centres undefined)	.	i	-0.5	1.5	.	-6&-4	-2	1	-7	-3
CN[C@H]1CCc2cc(OC)c(OC)c(OC)c2-c2ccc(OC)c(=O)cc21	.	-0.3	1.1	-0.8	.	0	3	20	-5	-5
